FadD28 FP inh: blocks FadD28 binding to the bisubstrate probe. fluorescence polarization. inhibition, % at 12.5 µM. 0.22% of 360,000 active; in the data active = inhibition above about 8.5%, passing the limit was not always enough; inconclusive = no clear call, values can overlap the other calls
Mtb UGM inh: inhibitors of M. tuberculosis UDP-galactopyranose mutase; P9WIQ1; purified UGM, fluorescence polarization probe displacement; inhibition, % at 10 µM; 0.06% of 320,000 active; in the data active = inhibition above about 10%, passing the limit was not always enough; inconclusive = no clear call, values can overlap the other calls
Target sequence (P9WIQ1 whole entry, looked up): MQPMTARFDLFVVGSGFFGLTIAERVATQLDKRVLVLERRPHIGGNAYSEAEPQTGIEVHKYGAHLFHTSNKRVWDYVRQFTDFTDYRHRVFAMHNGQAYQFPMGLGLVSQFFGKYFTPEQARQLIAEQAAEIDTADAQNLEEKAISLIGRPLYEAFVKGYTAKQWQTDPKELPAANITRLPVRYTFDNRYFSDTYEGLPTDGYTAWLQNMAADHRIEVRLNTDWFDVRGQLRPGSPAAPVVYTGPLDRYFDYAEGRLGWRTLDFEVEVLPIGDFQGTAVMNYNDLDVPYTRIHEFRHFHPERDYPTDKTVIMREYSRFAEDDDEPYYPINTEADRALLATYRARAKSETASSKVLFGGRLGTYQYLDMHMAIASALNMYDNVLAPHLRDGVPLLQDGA
Anthrax LF inh2: anthrax lethal factor protease inhibition; P15917; multiplex microsphere protease cleavage assay, LF; inhibition, % at 10 µM; 0.12% of 360,000 active; AID 588501; also: plate controls were buffer without enzyme for full effect and enzyme alone for no effect
PfHsp40 yeast: compounds rescuing yeast from Plasmodium falciparum HSP40 toxicity. AID 504582. S. cerevisiae expressing PfHsp40, growth rescue, ATP luminescence. growth rescue, % at 12.5 µM. 0.68% of 340,000 active; in the data active = growth rescue above about 28%, passing the limit was not always enough; inconclusive = no clear call, values can overlap the other calls;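 also: yeast W303a lacking pdr1 and pdr3 grown in galactose medium; growth measured after three days at 30 °C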
Mtb FBA inh: Mtb fructose-bisphosphate aldolase inhibition; inhibition, % at 1 µM; 2.3% of 360,000 active; purified M. tuberculosis FBA, fluorescence read-out; P9WQA3; in the data active = inhibition above about 27%;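 also: 0% = vehicle and 100% = reference inhibitor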
Target sequence (P9WQA3 whole entry, looked up): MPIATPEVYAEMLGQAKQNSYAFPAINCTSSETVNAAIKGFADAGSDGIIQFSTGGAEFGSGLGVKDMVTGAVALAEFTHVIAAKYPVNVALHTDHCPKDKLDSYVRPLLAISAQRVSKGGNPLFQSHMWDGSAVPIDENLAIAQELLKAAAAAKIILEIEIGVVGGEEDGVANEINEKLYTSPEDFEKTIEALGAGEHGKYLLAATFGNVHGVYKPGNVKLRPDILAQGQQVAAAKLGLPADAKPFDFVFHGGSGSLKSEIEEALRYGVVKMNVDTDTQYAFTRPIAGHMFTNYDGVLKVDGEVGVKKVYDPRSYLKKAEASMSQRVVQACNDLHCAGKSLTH
GDH-TPI counter: inhibits GDH-TPI coupling enzymes, artifact for Mtb FBA screen. GDH-TPI coupled enzyme counterscreen, NADH absorbance. inhibition, % at 4.8 µM. 1.2% of 360,000 active. AID 588335; in the data active = inhibition above about 30%;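 also: 0% = DMSO wells and 100% = wells lacking the enzyme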
Mtb BioA inh: inhibitors of Mycobacterium tuberculosis BioA enzyme; inhibition, % at 9.99 µM; purified M. tuberculosis BioA enzyme, plate reader; 0.096% of 360,000 active; in the data active = inhibition above about 40%; inconclusive = no clear call, values can overlap the other calls
BoNT-A LC inh2: BoNT A light chain protease inhibition | multiplex microsphere protease substrate cleavage, flow cytometry | 0.17% of 360,000 active | inhibition, % at 10 µM; also: plate controls were buffer without enzyme for full effect and enzyme alone for no effect
BoNT-F LC inh: BoNT F light chain protease inhibition. Multiplex microsphere protease cleavage assay, flow cytometry. inhibition, % at 10 µM. 0.22% of 360,000 active; in the data active = inhibition above about 35%, passing the limit was not always enough; inconclusive = no clear call, values can overlap the other calls; also: plate controls were buffer without enzyme for full effect and enzyme alone for no effect
* hit, by the source's call; ? = inconclusive; nt = no result given; & = joins results of further samples. Rule as the data show it, unless noted: active = inhibition above about 30%; inconclusive = no clear call, values can overlap the other calls; inactive = below that.

Results follow in this order: FadD28 FP inh	Mtb UGM inh	Anthrax LF inh2	PfHsp40 yeast	Mtb FBA inh	GDH-TPI counter	Mtb BioA inh	BoNT-A LC inh2	BoNT-F LC inh
1. C/C(=N\NC(N)=O)C1CC(CC(C)C)C(=O)O1 (stereo unspecified)
→ 1.7	1.0	-1	0.5	1	8	-1.6	-0.7	-4
2. Cc1cc(C)n(CCC(=O)N/N=C/c2ccccc2O)n1
→ -0.2	-0.1	-3	-0.9	4	19	0.9	-0.6	-5
3. COc1cccc(/C=C/C(=O)OCC(=O)Nc2cc(S(=O)(=O)N3CCOCC3)ccc2C)c1
→ -1.2	0.6	6	1.5	24	16	nt	0.1	2
4. N#Cc1ccsc1NC(=O)C1CC(=O)N(Cc2ccccc2)C1 (stereo unspecified)
→ -4.1	-0.2	-2	-1.3	0	-3	-2.5	2.0	11
5. CC(C)C(NC(=O)c1c(F)cccc1F)C(=O)NNC(=O)c1ccccc1 (stereo unspecified)
→ -3.9	-0.8	nt	-0.5	1	-4	-1.4	nt	nt
6. CCOC(=O)C1CCCN(C(=O)c2ccc3[nH]c4c(c3c2)CC(C)CC4)C1 (stereo unspecified)
→ nt	-4.8	-2	4.3	-1	1	0.7	0.9	1
7. COc1ccc(CC(C)N2CCN(c3ccccc3)CC2)cc1OC (stereo unspecified)
→ -0.8	-1.2	1	-1.7	-2	-1	nt	-0.2	-4
8. O=c1c2ccccc2n(CC(O)CN2CCOCC2)c2ccccc12 (stereo unspecified)
→ -0.9	5.1	0	-1.2	33*	7	-1.2	2.0	-4
9. Cc1nc(/N=C(\N)NC(=O)NC2CCCCC2)nc2ccccc12
→ -6.0	0.4	10	-1.8	2	-2	0.5	2.8	?
10. CC(C)Oc1ccc(CCc2nnc(SC(C)C(=O)O)n2-c2ccccc2)cc1 (stereo unspecified)
→ -3.6	1.6	3	-0.8	-2	-4	nt	-0.4	-3
11. O=C(Nc1ccccc1)C1Cc2c(-c3ccc(Cl)cc3)ccnc2O1 (stereo unspecified)
→ -0.7	nt	5	nt	7	13	0.0	1.0	3
12. Cc1nnc(SCC(=O)NC(=O)NC(C)(C)C)s1
→ 0.3	0.4	4	0.1	-3	-1	nt	-0.4	-1
13. C[C@@H]1CN([C@@H](C)CO)C(=O)c2cc(NC(=O)C3CCCCC3)ccc2O[C@@H](C)CCCCO[C@H]1CN(C)S(=O)(=O)c1ccc(Cl)cc1
→ 0.6	nt	-5	nt	3	2	-1.9&-1.4	-0.4	-4
14. CNC(=O)c1[nH]cnc1C(=O)Nc1ccc(OC)cc1
→ 1.0	-1.9	-5	0.8	-1	10	0.4	-0.3	-4
15. C=CCn1c(SCC(=O)NC(C)(C)C)nnc1-c1ccccc1O
→ -3.1	-1.3	-1	0.2	0	1	-0.6	-0.6	-2
16. Nc1nc(NCc2ccco2)nc(NC2CCCCC2)c1[N+](=O)[O-]
→ -2.8	-1.4	-4	nt	-2	-6	-1.3	0.4	3
17. O=C(NCc1ccccc1)c1nc2ccccc2s1
→ -4.4	-4.9	-3	0.2	0	2	-0.7	0.1	-2
18. COc1ccccc1-n1cnnc1SCC(=O)N1CCN(S(=O)(=O)c2ccccc2)CC1
→ -4.1	1.4	2	-0.2	-5	3	1.9	-0.6	10
19. OC(C[n+]1ccccc1)c1ccccc1 (stereo unspecified)
→ -1.2	0.8	2	15	-1	-6	-1.3	-2.9	?
20. O=C(Nc1cccc(Cl)c1)C1CCCN(S(=O)(=O)c2ccc(F)cc2)C1 (stereo unspecified)
→ -6.8	nt	0	2.7	-2	-3	2.3	0.0	-4

The final two entries of the section above come first, to join the parts.
Results follow in this order: FadD28 FP inh	Mtb UGM inh	Anthrax LF inh2	PfHsp40 yeast	Mtb FBA inh	GDH-TPI counter	Mtb BioA inh	BoNT-A LC inh2	BoNT-F LC inh
19. OC(C[n+]1ccccc1)c1ccccc1 (stereo unspecified)
→ -1.2	0.8	2	15	-1	-6	-1.3	-2.9	?
20. O=C(Nc1cccc(Cl)c1)C1CCCN(S(=O)(=O)c2ccc(F)cc2)C1 (stereo unspecified)
→ -6.8	nt	0	2.7	-2	-3	2.3	0.0	-4
21. O=C(COC(=O)c1cc(=O)c2ccccc2o1)Nc1ccccc1F
→ -0.9	-0.1	-5	-0.7	0	1	-0.4	-0.3	-6
22. OC(CN1CCN(Cc2ccccc2)CC1)c1ccccc1 (stereo unspecified)
→ -0.2	-0.5	6	-1.3	3	2	nt	-0.4	-1
23. O=C(c1cc2ccccc2o1)N1CCN(S(=O)(=O)/C=C/c2ccccc2)CC1
→ -2.0	0.4	-7	3.2	-1	10	4.2	0.3	-2
24. CCOC(=O)c1c(-c2cccc([N+](=O)[O-])c2)csc1NC(=O)C1CC1
→ -2.8	-1.4	0	-1.3	3	4	-0.9	0.4	6
25. O=C(/C=C/c1cc2c(cc1Br)OCO2)NCc1ccc(Cl)cc1
→ -1.3	0.3	-3	1.0	10	1	0.1	-0.2	-4
26. Cc1cc(C)cc(OCC(=O)NNC(=O)c2cc3ccccc3oc2=O)c1
→ 0.6	nt	-12	-2.0	2	12	nt	0.8	6
27. O=C(CN(CCc1ccccc1)C(=O)Cn1nnc(-c2cccs2)n1)NCc1ccco1
→ -0.8	1.7	-3	0.0	0	6	0.0	0.7	2
28. COc1cccc(NC(=O)CCS(=O)(=O)c2cccs2)c1
→ -4.1	-0.8	1	-0.5	1	-5	-0.3	1.3	29
29. COc1ccc(NS(=O)(=O)c2ccc(NC(=O)Cc3cccs3)cc2)cc1
→ -0.9	-1.4	-1	0.0	4	4	nt	-0.2	-7
30. COc1ccc(-n2c(=S)[nH]c3ccc(C)cc3c2=O)cc1
→ -1.4	nt	1	nt	-3	9	-2.0	-0.3	-2
31. CC(=O)C[C@@H](O)CC(=O)[C@@H]1OC(=O)CCCCCCCc2ccccc21
→ 1.2	4.3	-8	1.7	4	9	0.4	-0.1	2
32. CC(C)Cn1c(N)c(C(=O)COC(=O)[C@@H]2CCCN2C(=O)c2cccs2)c(=O)n(C)c1=O
→ -3.3	0.8	-2	nt	-4	-11	nt	-0.3	-1
33. CCOc1ccc(CCNC(=O)CSCc2ccc(C)cc2)cc1OCC
→ -1.4	-2.0	0	-1.6	2	12	nt	-0.1	-2
34. C=CCS(=O)(=O)N1CCCC(C(=O)c2cccc(Cl)c2)C1 (stereo unspecified)
→ -1.6	2.2	-3	0.5	3	0	11	1.2	0
35. CC1(C)Cc2c(sc3nnn(Cc4ccc(Cl)cc4)c(=O)c23)CO1
→ -5.0	-3.2	-1	-1.1	-4	6	-0.7	0.2	-3
36. O=C(CSCc1ccc(C(=O)O)cc1)Nc1ccccc1
→ -3.0	0.1	-5	-0.8	0	9	nt	-0.3	-4
37. Cn1c(N)c(C(=O)COC(=O)CNC(=O)c2ccccc2F)c(=O)n(C)c1=O
→ -1.9	0.3	-2	-1.1	1	10	-1.2	-0.7	-2
38. CCc1nnc(NC(=O)c2nn(-c3ccccc3)nc2C)s1
→ -3.6	-2.2	-2	-0.8	1	9	nt	0.2	0
39. COc1ccc(C)cc1S(=O)(=O)Nc1ccccc1
→ -0.6	2.1	-1	4.8	0	5	nt	0.6	-2
40. COc1ccc(COc2cc(-c3cccc(OC)c3)nc3ccc(NC(=O)c4ccc(Cl)cc4)cc23)cc1
→ 0.8	0.1	1	1.6	1	26	-1.5	0.2	-6
41. CCc1ccc(N(CC(=O)NC(C)C)C(=O)CCC(=O)Nc2ccccn2)cc1
→ 2.0	6.6	nt	-0.6	1	-6	0.2	nt	nt
42. O=c1oc2c(-c3cccc(F)c3)cc(O)cc2s1
→ -41	-0.5	2	20	0	7	2.7	-0.2	-7
43. NS(=O)(=O)c1cccc(NC(=O)CSc2nnc(-c3ccccc3F)n2C2CC2)c1
→ -0.5	0.1	-5	2.4	5	0	-3.3	-0.2	-4
44. O=[N+]([O-])c1cc(Br)c(O)c(C=Nc2ccc(N3CCOCC3)cc2)c1
→ -3.0	1.1	-12	1.6	-7	10	nt	-1.1	-4
45. O=C(Cc1ccccc1)N/N=C/c1cccc([N+](=O)[O-])c1
→ -4.1	-2.2	-2	-1.0	-5	-7	nt	0.1	-1
46. Cc1nc([N+](=O)[O-])c(Br)n1CC(=O)c1cccc([N+](=O)[O-])c1
→ -2.2	0.9	0	-1.9	-2	-4	nt	0.2	-1
47. COc1ccc(-n2nnnc2CNC(=O)C(=O)c2c(C)[nH]c3ccccc23)cc1
→ -3.5	-1.2	?	-0.2	-3	9	nt	5.1	9
48. COc1ccc(CC(=O)Oc2ccccc2C)cc1
→ -1.4	1.6	nt	-0.3	1	4	0.8	nt	nt
49. CC1CC(C)CN(CC(=O)Nc2ccc3c(c2)OCCO3)C1 (stereo unspecified)
→ -3.0	1.2	-1	0.0	4	-1	-0.2	0.1	7
50. Cc1cc(/C=C(/C#N)C(=O)O)c(C)n1CCC(C)C
→ -6.7	2.5	-2	-0.4	-1	25	nt	1.1	2
51. O=C(c1ccccc1)N1CCCC(C(=O)N2CCCCCC2)C1 (stereo unspecified)
→ 0.8	1.2	-3	-0.5	-2	-8	-1.2	-2.6	-6
52. CCCS(=O)(=O)NC(=O)C1(C)CCN(C(=O)c2ccnc(Cl)c2)C1 (stereo unspecified)
→ -1.0	nt	-2	nt	1	10	-1.1	-0.5	-3
53. COCCOC(=O)c1c(NC(=O)CN2c3ccccc3CC2C)sc(C(N)=O)c1C (stereo unspecified)
→ -2.1	-0.9	-2	-1.8	5	4	nt	0.3	-5
54. CN(Cc1ccccc1)C(=O)CN1C(=O)NC(C)(c2ccc(Cl)cc2)C1=O (stereo unspecified)
→ -3.7	-0.6	-12	1.1	-1	5	-0.9	-3.9	-12
55. CN(C)c1ccc(C(c2ccc(N(C)C)cc2)C(O)c2ccccc2)cc1 (stereo unspecified)
→ 1.0	nt	-5	-0.7	-3	4	nt	0.5	-5
56. COc1ccc(C/C(N)=N/n2cnnc2)cc1
→ -3.7	3.3	-2	-0.4	-1	4	-0.3	-0.9	0
57. COC(=O)CSc1nc2sc3c(c2c(=O)n1-c1ccc(OC)cc1)CCN(C)C3
→ -3.7	nt	-3	0.1	4	20	14	6.7	-4
58. O=C1CNCc2[nH]c3ccccc3c2N1c1ccccc1
→ -4.1	1.9	21	1.2	0	5	0.7	33*	-8
59. Cc1ccc2nc(-c3ccc(Cl)cc3)c(Cc3ccccc3C(F)(F)F)n2c1
→ 0.1	nt	-9	nt	7	nt	0.5	0.0	-10
60. COc1ccc(C2=CSC3=NCCN23)cc1OC
→ 0.0	0.1	-1	-1.5	3	7	-0.4	-8.0	-29
61. COc1ccc(/C=C(\CC(=O)O)c2nc3ccccc3s2)cc1O
→ -1.3	-1.2	-2	-1.0	2	18	-1.5	0.2	-1
